# LYP phosphatase = PTPN22 lymphoid phosphatase activity blockers – biochemical, fluorescence intensity, uHTS (AID 1779); recombinant LYP phosphatase, fluorescence intensity; higher % means a stronger effect; inhibition, % at 11.5 µM, or IC50 in µM where a hit was titrated; 290,000 tested, 0.054% active; in the data active = inhibition above about 50%;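 also: plate controls were vehicle with enzyme for no effect and no enzyme for full effect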
# T cell modulator = T cell immune modulation candidate. 2C CD8+ T cell-vesicle binding, flow cytometry; active compounds read low. calls only at 7 µM. 330,000 tested, 0.068% active;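 active = response, share of CD8 T cells binding vesicles, and their 90th percentile fluorescence all below set limits, cut at about 80% in these data, passing the limit was not always enough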
#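 Benchmarks: naked versus QL9-loaded vesicles / Assay system: purified 2C TCR transgenic mouse naive CD8+ T cells / Technique: high-throughput flow cytometry with anti-B7-1 and anti-CD8 staining / Timing: Cell–vesicle co-incubation 1.5 h at 37 °C, staining 20 min on ice / Read-out: percent CD8+ FL2 mean versus row control / Probe or stimulus: QL9-loaded Drosophila micro-vesicles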
# GPR55 antagonists = GPR55 antagonists blocking LPI-driven arrestin recruitment, primary screen, imaging, U2OS, beta-arrestin-GFP, LPI agonist (AID 2013); U2OS GPR55 beta-arrestin-GFP translocation imaging, LPI antagonism; higher % means a stronger effect; inhibition, % at 10 µM; hits with a dose series show IC50 in µM; 290,000 tested, 0.13% active;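 active = spots per cell inhibited over 60%, with over 100 cells counted and total cytoplasm intensity under 500,000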;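 also: U2OS cells stably carrying GPR55 and arrestin-GFP stimulated by 5 µM LPI near EC80; imaged beta-arrestin-GFP aggregate spots per cell after agonist stimulation; plate controls were LPI-stimulated DMSO wells for no effect and DMSO wells without LPI for full effect; some results filed as inactive read as strong as hits; confirmed hits need IC50 under 10 µM and bright autofluorescent wells are also inconclusive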
# NTR1 ag = NTR1-driven beta-arrestin-GFP spot formation – imaging, U2OS cells, high content, primary screen (AID 493036); P30989; agonist mode; activation, % at 20 µM; 330,000 tested, 0.17% active;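 active = activation at or above 40% of the spot to cytoplasm intensity ratio, with at least 20 cells analyzed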;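 also: 0% = DMSO without peptide and 100% = 100 nM NTR1 peptide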
# Target sequence (P30989 whole entry, looked up): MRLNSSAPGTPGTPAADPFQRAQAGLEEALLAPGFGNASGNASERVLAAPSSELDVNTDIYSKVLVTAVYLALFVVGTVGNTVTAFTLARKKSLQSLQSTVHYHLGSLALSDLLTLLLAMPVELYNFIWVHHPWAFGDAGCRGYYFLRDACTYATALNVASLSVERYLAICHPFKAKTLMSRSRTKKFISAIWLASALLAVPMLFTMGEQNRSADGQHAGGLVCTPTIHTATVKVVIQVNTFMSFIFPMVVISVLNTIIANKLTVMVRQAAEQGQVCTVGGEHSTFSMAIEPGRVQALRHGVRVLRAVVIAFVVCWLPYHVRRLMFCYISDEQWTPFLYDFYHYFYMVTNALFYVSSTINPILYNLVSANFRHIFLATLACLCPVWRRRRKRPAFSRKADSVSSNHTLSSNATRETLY
# GPR55 activation = GPR55 agonists via beta-arrestin recruitment, primary screen, imaging, U2OS cells, beta-arrestin-GFP redistribution (AID 1961). U2OS GPR55 beta-arrestin-GFP redistribution imaging; higher % means a stronger effect. activation, % at 10 µM, or EC50 in µM where a hit was titrated. 290,000 tested, 0.048% active;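 active = activation above 40% with more than 50 cells counted in the well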;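 also: U2OS osteosarcoma cells stably expressing GPR55 and beta-arrestin-GFP; plate controls were DMSO negative control for no effect and LPI positive control for full effect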
# GPR35 antagonists = inhibition of zaprinast-stimulated GPR35 beta-arrestin translocation – imaging, U2OS, beta-arrestin-GFP, zaprinast agonist, primary screen (AID 2058); U2OS GPR35 beta-arrestin-GFP translocation imaging, zaprinast antagonism; higher % means a stronger effect; one-dose inhibition, % at 10 µM; IC50 in µM for titrated hits; 290,000 tested, 0.052% active;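 active = inhibition of at least 50% with at least 30 cells and total cytoplasm GFP at most 10,000,000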
# SV40 large T antigen = TAg ATPase/helicase activity blockers – biochemical (AID 1903). SV40 large T antigen ATPase/helicase inhibition assay; higher % means a stronger effect. inhibition, % at 20 µM, or IC50 in µM where a hit was titrated. 310,000 tested, 0.39% active; in the data active = a potency from the dose series; also: strong numbers were not always called active
# Lipid droplet = modulators of hepatic lipid droplet formation; AML12 mouse hepatocytes, oleate lipid droplets, BODIPY imaging; inhibition, % at 6.5 µM; 240,000 tested, 0.4% active; AID 1656;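 active = lipid droplet intensity inhibited by at least 50%, with more than 500 cells counted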
#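 Material – AML12 mouse liver cells · Also added – oleate loading, 100 µM · Compound dosing – 6.5 µM single-point dosing · Times – overnight treatment with compound plus oleate · Measured by – fluorescence imaging, 20x objective, two fields per well · Read-out – percent inhibition of filter-corrected integrated lipid droplet intensity per well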
# MgcRacGAP inhibition = MgcRacGAP GTPase-activating activity inhibitors, confirmation, biochemical, ADP Hunter fluorescence; MgcRacGAP-stimulated Rac1 GTP hydrolysis, ADP Hunter fluorescence; higher % means a stronger effect; GST-tagged Rac1 F28L mutant substrate; 340,000 tested, 0.6% active; inhibition, % at 30 µM; hits with a dose series show IC50 in µM; AID 624330;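 active = first-screen hits whose inhibition reached a set limit at any dose in the follow-up dose series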;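 also: fluorescence reports GDP produced by GAP-driven GTP hydrolysis; strong numbers were not always called active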
# Lipid droplet cells 6.5 µM = also measured in Lipid droplet; calls as there; cell count; measured here: cell count, cytotoxicity flag;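 cells counted across two imaged fields per well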
# T cell modulator vesicle-bound % = recorded beside T cell modulator, whose call it bears; double positive events, %; measured here: CD8+ vesicle-bound cell fraction;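 binding gate set so that unloaded-vesicle control wells show 10% double positive cells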
# NTR1 ag cell count 20 µM = further read-out of NTR1 ag, marked with its call; cell count; measured here: cell count, cytotoxicity flag
# Starred values were filed as active, the others as inactive; i = inactive; . = not tested or not shown.
Molecule	LYP phosphatase	T cell modulator	T cell modulator vesicle-bound %	GPR55 antagonists	NTR1 ag	NTR1 ag cell count 20 µM	GPR55 activation	GPR35 antagonists	SV40 large T antigen	Lipid droplet	Lipid droplet cells 6.5 µM	MgcRacGAP inhibition
Cc1c(Cl)cccc1NC(=O)N1CCCN(c2nc(-c3ccccc3)ns2)CC1	-6%	i	33	-10%	2.5	49	0.2%	7%	13%	-25	677	8%
O=C(O)CCC(=O)N1CCc2cc(S(=O)(=O)NC3CCCC3)ccc21	-9%	i	53	0%	1.8	53	0.3%	-2%	16%	.	.	6%
O=S1(=O)N=C(Oc2cccc3ccccc23)c2ccccc21	-3%	i	54	-3%	0.0	76	0.6%	-15%	27%	66*	734*	11%
CCC(NS(=O)(=O)c1cnn(CC)c1)c1ccccc1 (stereo not given)	-1%	i	44	12%	0.7	50	-0.1%	7%	-9%	21	754	4%
CC(C)(C)N1CC(c2nc3ccccc3n2Cc2ccc(Cl)cc2)CC1=O (stereo not given)	0%	i	1	5%	5.7	57	-0.1%	-8%	7%	1	712	3%
Cc1ccc(-c2cc(-c3ccco3)c(C#N)c(=O)[nH]2)cc1	0%	i	46	-2%	1.9	50	0.2%	0%	64µM*	5	719	18%
N#Cc1ccc(-c2ccccc2)nc1Sc1ccc(F)cc1	-1%	i	30	6%	1.7	72	-0.2%	-18%	1%	.	.	3%
CC(=O)N=c1scc(-c2ccccc2)n1-c1cccc(O)c1	-7%	i	27	-1%	0.8	35	0.1%	5%	7%	5	840	8%
CCN(CCCNC(=O)C1CCC(=O)N1C(C)C)c1cccc(C)c1 (stereo not given)	-10%	i	14	17%	1.1	48	-0.1%	3%	10%	-7	781	5%
COc1ccc(OCC(=O)N/N=C(\C)c2ccc(OC)cc2)cc1	-4%	i	36	3%	-0.6	64	-0.2%	3%	29%	4	706	10%
COc1cccc(CN(C)C(=O)c2cccc(OC3CCN(C4CCCC4)CC3)c2)c1	-9%	i	46	0%	3.4	49	-0.3%	-15%	6%	-2	625	4%
COc1ccc(C(=O)/C=C/c2cn(CC(O)CN3CCOCC3)c3ccccc23)cc1 (stereo not given)	2%	i	44	-6%	.	.	-0.1%	-10%	0%	6	688	1%
Cc1cc(NC(=O)CSc2nnc(CNC(=O)c3cccc(C(F)(F)F)c3)o2)no1	-11%	i	6	-3%	0.5	43	0.0%	0%	8%	-4	620	0%
Cc1cc(Nc2ccc(Cl)cc2)n(-c2cccc(Cl)c2)n1	-4%	i	14	8%	3.0	88	-0.1%	-5%	17%	0	751	5%
CC(OC(=O)C1CSC2(C)CCC(=O)N12)C(=O)Nc1cccc(C#N)c1 (stereo not given)	.	i	36	.	1.1	50	.	.	12%	.	.	4%
C=CCn1c(SCc2c(C)noc2C)nc2ccccc2c1=O	0%	i	56	-32%	1.9	64	-0.1%	23%	-12%	.	.	2%
C/C(=N/NC(=O)c1ccc(-c2ccccc2)cc1)c1cccc(O)c1	-4%	i	9	-2%	0.9	57	-0.1%	1%	10%	-5	675	8%
CCCn1c2ccccc2c2cnn(CC(=O)OC)c(=O)c21	-3%	i	43	1%	1.0	57	-0.1%	-4%	22%	.	.	14%
Cc1cc(C(F)F)n2nc(C(=O)Nc3cc(C)on3)nc2n1	-4%	i	42	4%	-0.7	59	-0.1%	10%	0%	9	768	12%
C/C(=N\OC(=O)c1ccc(C)cc1)c1sc(C)nc1C	-7%	i	42	10%	1.2	75	-0.1%	5%	-1%	1	782	-8%
O=C(O)c1occc1CSc1ccccc1	-6%	i	17	7%	-0.3	50	-0.1%	12%	-1%	0	814	4%
CC1CC(C)CN(CCCNC(=O)c2nn(C)c3c2CS(=O)(=O)c2ccccc2-3)C1 (stereo not given)	-8%	i	20	9%	-0.8	51	-0.1%	8%	8%	-11	758	9%
CC(=O)N1CCN(C(=O)c2cccc(S(=O)(=O)Nc3ccc(C)cc3)c2)CC1	-6%	i	23	9%	-0.1	45	-0.1%	-3%	1%	5	771	14%
Cc1ccc(-c2noc(CCC(=O)NCCCN3CCN(c4cccc(Cl)c4)CC3)n2)cc1	-12%	i	45	1%	6.0	51	-0.2%	-1%	20%	.	.	1%
CCOC(=O)N=S(=O)(Oc1ccc([N+](=O)[O-])cc1)c1ccc(Cl)cc1 (stereo not given)	1%	i	29	17%	0.6	44	-0.2%	-2%	17%	-2	672	14%
CCOC(=O)C1CCCN(c2cc(=O)n(Cc3ccc(F)cc3)c(=O)[nH]2)C1 (stereo not given)	-4%	i	15	-2%	0.0	48	2.3%	-2%	28%	.	.	4%
CC(C#N)Sc1nnc(Nc2ccccc2)s1 (stereo not given)	-1%	i	63	10%	0.6	68	-0.2%	-5%	11%	1	629	10%
CC(=O)c1cccc(NC(=O)CN(C)S(=O)(=O)c2ccc3c(c2)CCC(=O)N3)c1	20%	i	25	2%	6.0	67	-0.1%	10%	1%	20	775	9%
Cc1ccc(C(=O)CSc2nnc(CNc3ccc(F)cc3)o2)cc1	2%	i	55	10%	2.6	49	0.5%	-7%	16%	4	742	-4%
COc1ccc(S(=O)(=O)N2CCC(C(=O)N[C@@H](C)C(=O)NCc3ccccc3OC)CC2)cc1	-2%	i	3	0%	-0.3	77	-0.1%	29%	2%	3	719	7%
COc1ccc(Oc2ncccc2NC(=O)c2cccc(C)c2C)cc1	-7%	i	13	6%	0.9	52	-0.1%	10%	8%	-3	723	12%
N#CCCN(Cc1cccnc1)S(=O)(=O)c1ccc(S(=O)(=O)NC2CCCCC2)cc1	-5%	i	19	4%	-1.2	37	0.0%	10%	6%	2	805	3%
CCCN(C(=O)c1ccccc1Cc1ccccc1)C1CCS(=O)(=O)C1 (stereo not given)	.	i	14	.	-0.8	73	.	.	21%	.	.	-2%
O=C(CSc1nc2c([nH]c3ccccc32)c(=O)n1-c1ccccc1)NCC1CCCO1 (stereo not given)	-5%	i	62	12%	1.6	68	-0.1%	11%	5%	-2	799	9%
Cc1oc(-c2ccccc2F)nc1CS(=O)(=O)CC(=O)NCCN(C)C1CCCCC1	-5%	i	38	-5%	1.0	63	0.7%	10%	10%	.	.	4%
CC1(c2ccc3noc(-c4ccc(F)cc4)c3c2)OCCO1	-4%	i	36	11%	0.7	46	-0.1%	17%	8%	-2	784	11%
CCCC(O)(CCC)C(=O)NNc1ccc(C)cc1	-8%	i	46	-2%	0.1	53	0.3%	2%	13%	10	656	3%
CCOC(=O)N1CCC(n2c(SCC(=O)NCc3ccccc3)nc3ccccc3c2=O)CC1	-6%	i	39	37%	1.6	62	0.3%	-15%	5%	.	.	9%
CC(=O)c1cccc(NC(=O)CCNS(=O)(=O)c2cccc3nsnc23)c1	2%	i	50	-3%	3.2	92	-0.4%	-7%	2%	-10	690	6%
Cc1ccc2oc(=O)n(CCOc3ccccc3)c2c1	-5%	i	11	4%	0.9	57	-0.1%	2%	27%	-10	701	2%

# Only LYP phosphatase, for some of the entries so far:
SMILES,LYP phosphatase
CC(=O)c1cccc(NC(=O)CCNS(=O)(=O)c2cccc3nsnc23)c1,2%
Cc1ccc2oc(=O)n(CCOc3ccccc3)c2c1,-5%

# (further entries)
Molecule	LYP phosphatase	T cell modulator	T cell modulator vesicle-bound %	GPR55 antagonists	NTR1 ag	NTR1 ag cell count 20 µM	GPR55 activation	GPR35 antagonists	SV40 large T antigen	Lipid droplet	Lipid droplet cells 6.5 µM	MgcRacGAP inhibition
O=C(COC(=O)C1CCCCC1)NCCc1ccccc1	-2%	.	.	-4%	.	.	-0.1%	12%	-2%	3	664	8%
COc1ccc(Cl)cc1S(=O)(=O)N1CCN=C1C	-2%	i	16	10%	1.2	53	0.2%	-6%	2%	.	.	5%
C/C(=N\NC(=O)c1cc(C)oc1C)c1ccc(N2CCOCC2)cc1	-6%	i	35	8%	-1.3	54	-0.4%	-6%	6%	20	748	4%
COc1ccc(NS(=O)(=O)c2ccc(F)cc2F)cn1	-5%	i	19	-4%	-0.4	44	-0.1%	-4%	4%	-3	781	5%
COc1ccc(C)cc1S(=O)(=O)N1CCCC(C(=O)NCc2ccccn2)C1 (stereo not given)	-4%	i	18	17%	0.4	73	0.0%	-4%	24%	-5	707	-1%
Cc1cc(/C=C2/NC(=O)N(Cc3ccccc3F)C2=O)c(C)n1C(C)C	8%	i	63	10%	0.2	90	0.0%	12%	9%	-12	637	3%
CCC(CC)NC(=O)COC(=O)CCC(=O)c1cccs1	1%	i	64	2%	-1.9	79	-0.2%	-2%	11%	13	686	5%
CCCOc1ccc(CN(C(=O)c2cccc(OC)c2)C2CCS(=O)(=O)C2)cc1 (stereo not given)	-13%	i	25	4%	1.0	57	0.2%	-4%	0%	-24	732	-12%
CC1CC(C)CN(S(=O)(=O)CCNC(=O)c2ccc3c(c2)OCO3)C1 (stereo not given)	.	i	29	.	-0.8	62	.	.	16%	.	.	-1%
O=C(NC1CCCC1)C(=O)N(c1ccccc1F)C(C(=O)NCC1CCCO1)c1cccs1 (stereo not given)	-11%	i	38	2%	-0.6	92	0.3%	-2%	8%	-9	590	-2%
COc1cc2c(cc1OC)-c1cc(Nc3ccc4c(c3)OCCO4)nc(=O)n1CC2	5%	i	36	-10%	-0.3	55	0.3%	27%	21%	-9	708	26%
O=C1/C(=C/c2cccc([N+](=O)[O-])c2)Oc2cc(O)ccc21	-3%	i	23	-10%	5.6	90	0.0%	-10%	7%	-24	835	5%
CC1(C)CC(=O)C(C(C2=C(O)CC(C)(C)CC2=O)c2ccc([N+](=O)[O-])cc2)C(=O)C1 (stereo not given)	-4%	i	52	4%	-0.8	67	-0.2%	-14%	29%	7	612	11%
COc1ccc(C(=O)NC(=S)Nc2cc3oc4ccccc4c3cc2OC)cc1	-1%	i	58	3%	0.9	85	-0.3%	4%	6%	-1	656	-8%
COc1ccc(C)cc1NC(=O)c1ccc(S(=O)(=O)N2CCOCC2)cc1	1%	i	31	-3%	0.0	89	-0.2%	8%	-4%	-3	752	-3%
